Compound activity from PubChem BioAssay.
Yeast superoxide – lowers age-related superoxide in aged yeast cells; AID 2690; hit rate 0.18% among 330,000; S. cerevisiae aged cells, superoxide DHE fluorescence; hits give low values; superoxide response (% of plate mean), % at 10 µM;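 active = superoxide response under a set limit, about three screen SD below normal, cut at about 65% in these data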;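 note: yeast aged for seven days with compound at 30 °C before DHE staining; 100% = average MFI of all compound-treated wells on the plate with controls excluded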
proCasp3 act – procaspase-3 (human) activation. P42574. recombinant procaspase-3 D3A, Ac-DEVD-pNA absorbance 405 nm. activation, % at 8.5 µM. hit rate 0.11% among 330,000;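 active = activation above the mean of all tested compounds plus 3 SD, cut at about 21% in these data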;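 note: 0% = DMSO alone and 100% = DMSO wells spiked with extra 5 µM PC-3 D3A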
Target sequence (P42574 whole entry D9A/D28A/D175A): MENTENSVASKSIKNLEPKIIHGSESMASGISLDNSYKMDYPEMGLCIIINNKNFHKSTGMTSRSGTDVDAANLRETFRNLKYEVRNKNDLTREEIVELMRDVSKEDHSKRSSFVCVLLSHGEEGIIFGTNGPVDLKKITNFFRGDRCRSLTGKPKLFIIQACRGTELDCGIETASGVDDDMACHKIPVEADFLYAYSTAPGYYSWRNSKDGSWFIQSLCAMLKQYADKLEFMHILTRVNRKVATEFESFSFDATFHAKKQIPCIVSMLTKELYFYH
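assay system = Procaspase-3 D3A mutant | signal = absorbance at 405 nm, 0 and 120 min | times = 1 h preincubation plus 2 h reaction at 25 °C | repeats = single replicate | read-out = % activation between DMSO and enzyme-spiked controls | medium = Zinc-free HEPES saline buffer with Triton X-100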
RPL19A TOR yeast – yeast TOR pathway RPL19A-GFP modulation; S. cerevisiae RPL19A-GFP strain, flow cytometry, 3 h; hits give low values; percent response vs DMSO, % at 10 µM; hit rate 0.3% among 330,000;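 active = percent response vs DMSO below 50%; inconclusive = fewer than 70 events counted for the yeast strain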;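 note: median channel GFP fluorescence of the barcoded RPL19A-GFP strain; ratio of sample median GFP to plate DMSO average so 100% = DMSO; lower means less RPL19A-GFP as with rapamycin TOR inhibition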
proCasp7 act – activates human procaspase-7, counter-screen for procaspase-3 activators; P55210; recombinant procaspase-7, Ac-DEVD-pNA absorbance 405 nm; D23A/D198A/D206A triple mutant, cannot self-cleave; scale: DMSO 0, 5 µM enzyme 100; activation, % at 8.5 µM; hit rate 0.093% among 330,000;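 active = percent activation above the screen-wide mean plus 3 SD, cut at about 25% in these data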
Target sequence (P55210 whole entry D23A/D198A/D206A): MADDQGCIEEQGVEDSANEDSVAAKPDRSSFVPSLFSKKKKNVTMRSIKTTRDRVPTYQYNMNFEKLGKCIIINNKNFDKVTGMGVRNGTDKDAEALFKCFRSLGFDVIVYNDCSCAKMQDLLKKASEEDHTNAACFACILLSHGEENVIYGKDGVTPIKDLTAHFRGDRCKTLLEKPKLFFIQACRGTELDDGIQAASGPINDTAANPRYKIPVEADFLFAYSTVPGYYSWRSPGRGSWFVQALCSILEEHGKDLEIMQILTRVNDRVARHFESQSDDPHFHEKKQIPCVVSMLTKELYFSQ
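System: Procaspase-7 triple mutant (PC-7 D3A); measure: % activation from two-timepoint absorbance difference, scaled to controls; times: 1 h compound preincubation, 2 h substrate cleavage, 25 °C; also added: Ac-DEVD-pNA substrate, 400 µM as added; measured by: Epi-absorbance of released pNA at 405 nm, two timepoints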
MEP2-GFP yeast – modulators of TOR pathway MEP2-GFP in S. cerevisiae; S. cerevisiae MEP2-GFP strain, flow cytometry GFP, 3 h; 100% = DMSO control level; GFP response vs DMSO, % at 10 µM; hit rate 0.51% among 330,000; AID 2016;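 active = GFP response versus DMSO above a set limit, roughly screen mean plus 3 SD, cut at about 180% in these data; inconclusive = fewer than 70 cells counted for a yeast strain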;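 note: median GFP fluorescence of the barcode-gated MEP2-GFP cells per well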
AHR act – human AHR activation | AHR-responsive luciferase reporter cells, luminescence | activation, % at 5 µM | P35869 | hit rate 2.5% among 320,000 | AID 2796; in the data active = activation above about 47%;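 note: 0% = vehicle wells and 100% = reference agonist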
LAP4 TOR yeast – alters LAP4-GFP fluorescence in TOR pathway yeast screen; S. cerevisiae LAP4-GFP multiplex, flow cytometry GFP, 3 h; median GFP as percent of DMSO wells; GFP response vs DMSO, % at 10 µM; hit rate 0.34% among 320,000;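 active = GFP response vs DMSO above a set limit, about the screen mean plus 3 SD, cut at about 150% in these data; inconclusive = under 70 cell events counted for the yeast strain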
JMJD2C inh – blocks human GASC-1 demethylase activity | Q9H3R0 | GST-JMJD2C(1-420) H3K9me3 demethylation, DELFIA europium | inhibition, % at 2.35 µM | hit rate 0.069% among 330,000 | AID 2099;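 active = more than half of a compound's replicate wells show inhibition beyond 50%, single wells judged on their own value; inconclusive = some, but no more than half, of replicates pass 50% inhibition; inactive = no replicate passes 50% inhibition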;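 note: signal counts dimethyl H3K9 product captured on neutravidin plate; 0% = median of DMSO wells and 100% = 0.3 times that DMSO median; strong numbers were not always called active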
Target sequence (Q9H3R0 1-420 limits assumed): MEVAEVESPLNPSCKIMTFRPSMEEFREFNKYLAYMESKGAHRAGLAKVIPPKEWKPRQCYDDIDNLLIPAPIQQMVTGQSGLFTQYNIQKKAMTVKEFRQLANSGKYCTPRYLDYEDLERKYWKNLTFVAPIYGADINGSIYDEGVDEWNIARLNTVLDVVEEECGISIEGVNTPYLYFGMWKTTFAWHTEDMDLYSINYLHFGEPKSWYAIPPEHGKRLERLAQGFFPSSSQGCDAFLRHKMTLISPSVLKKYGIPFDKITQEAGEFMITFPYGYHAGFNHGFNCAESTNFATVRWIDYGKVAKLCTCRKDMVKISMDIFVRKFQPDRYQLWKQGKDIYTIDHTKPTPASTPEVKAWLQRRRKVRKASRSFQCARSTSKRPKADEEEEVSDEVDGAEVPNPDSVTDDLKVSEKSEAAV
The depositor's hits bear a star; u = inconclusive; x = no result given; & = joins results of further samples; [ ] = dose if it differs, or a comment.

SMILES	Yeast superoxide	proCasp3 act	RPL19A TOR yeast	proCasp7 act	MEP2-GFP yeast	AHR act	LAP4 TOR yeast	JMJD2C inh
CCC1(c2ccc(F)cc2)NC(=O)N(CC(=O)N2CCN(C(=O)c3ccco3)CC2)C1=O (stereo not given)	120	-1	96	3	104	-1	105	1
CCN(C(=O)CSc1nc(N)cc(N)n1)C1CCS(=O)(=O)C1 (stereo not given)	98	0	73	0	89	-2	80	1
COc1ccc(NC(=S)N(CCN2CCOCC2)Cc2ccccc2F)cc1	96	10	98	-1	102	-1	103	x
O=C(NCC(c1cccnc1)N1CCOCC1)C1CCCCC1 (stereo not given)	97	12	101	2	103	1	93	-5
O=C(Cn1cccc(C(F)(F)F)c1=O)c1ccc(Cl)cc1	113	-1	101	-4	105	-1	106	16
O=C(NCc1ccc2c(c1)OCO2)C1CCCN(S(=O)(=O)c2cccnc2)C1 (stereo not given)	108	2	103	12	95	1	97	6&-3
CCCC(C)C(=O)Nc1ccc(C(N)=O)cc1 (stereo not given)	107	8	101	8	106	-1	105	5
Cc1nc(CCNC(=O)CC2C(=O)NCCN2Cc2ccoc2)nc2c1CCCC2 (stereo not given)	80	1	102	3	104	2	86	4
CC(=O)c1ccc(N2CCN(C(=O)COc3ccc(F)cc3)CC2)c(F)c1	97	8	98	-4	100	-2	104	2
O=[N+]([O-])c1ccccc1/C=C/C=N/Nc1nc(N2CCCCC2)nc(N2CCCCC2)n1	86	4	102	2	99	2	115	-9
CCCOc1ccc(N2C(=O)CC(N3CCCC(C(=O)N4CCCC4)C3)C2=O)cc1 (stereo not given)	86	-21	87	-21	86	2	88	9
CN(C)CCOc1ccc(/C(=C(/CCCl)c2ccccc2)c2ccccc2)cc1	88	8	106	-4	97	0	118	u
Cc1ccc(/C=C2\SC(=S)N(CC(=O)Nc3cccnc3)C2=O)cc1	144	-6	100	-16	99	5	86	-14
O=[N+]([O-])C1=CC=C2C(=NC3(CCCCC3)N2O)C1=NCCO	97	-10	97	-6	105	-1	92	3
CCCCn1c(N)c(N(CC)C(=O)c2ccc(N(C)S(=O)(=O)c3ccc(C)cc3)cc2)c(=O)[nH]c1=O	121	-8	98	9	98	-1	101	-11
COc1ccccc1OCC(=O)NC1CCCCCCC1	81	0	101	1	102	6	97	-5
Cn1cc(CN2CCC(n3nccc3NC(=O)CCc3ccccc3)CC2)cn1	96	x	103	x	94	x	69	9
CCCCCCCOc1ccc(C(=O)Nc2cccnc2)cc1	99	-2	101	15	107	0	90	12
CCOc1ccccc1N1CCN(CC(=O)N(C2CCCC2)C2CCS(=O)(=O)C2)CC1 (stereo not given)	85	1	91	3	97	1	97	1
COc1ccc(C(=O)N/N=C(\C)CC(=O)Nc2ccc3ccccc3c2)c(OC)c1	95	-14	103[may fluoresce green]	-2	103[may fluoresce green]	11	102[may fluoresce green]	-127
Cc1ccc(NNC(=O)c2c(F)cccc2Cl)cc1C	84	-19	98	-3	93	4	x	7
Cn1c(N)c(C(=O)/C=C/c2ccccc2)c(=O)[nH]c1=O	108	-5	104	3	103	47*	92	23
Cc1ccc(-n2cccc2/C=C2\C(=N)N3N=C(C(C)C)SC3=NC2=O)cc1	127	-3	105	-3	104	12	97	9
CCCNS(=O)(=O)c1cccn1-c1ncc(C(F)(F)F)cc1Cl	96	-5	115	-1	111	-2	116	0
Cc1ccc(CNC(=O)CCSCc2ccc(C)cc2)cc1	107	0	106	-11	108	4	105	-6
O=C(O)CN1CCN(Cc2ccccc2)C1=O	111	7	104	0	103	2	102	7
Cc1cc(C)cc(NC(=S)N(C)C)c1	104	-3	90	-2	95	-3	92	-2
CCN(CC)CCCN1C(=O)C(=O)/C(=C(/O)c2ccc(C)cc2)C1c1ccccn1 (stereo not given)	89	3	100	5	103	3	104	26
c1ccc(COc2ccc(OCCn3cncn3)cc2)cc1	103	-8	94	-1	98	10	119	11
Cn1ccnc1SCc1cn2ccccc2n1	90	3	99	-1	98	10	100	4
Cc1ccc(CNC(=O)CCNC(=O)Cn2ccc3ccccc3c2=O)o1	90	-2	110	3	108	1	108	-1
CNC(C)C#Cc1ccc2sc3cccc(OC)c3c(=O)c2c1 (stereo not given)	97	3	97	-4	105	4	80	-12
CC(=O)Cn1c2ccccc2n2nc(CCC(=O)O)c(=O)nc12	102	-2	93	13	99	1	102	4
O=C(NC1CCCCC1)C(c1cccs1)N(CCCN1CCOCC1)C(=O)c1ccc(-c2ccccc2)[nH]1 (stereo not given)	100	-8	104	1	101	-2	103	10
COc1ccc(-n2c(Cc3cccn3C)nnc2SCC(=O)NCc2ccco2)cc1	116	-11	97	-13	106	66*	100	-2
O=C(NC12CC3CC(CC(C3)C1)C2)N1CCN(c2ncccn2)CC1	101	8	108	19	105	-3	97	-1
COc1ccc(-c2noc(-c3ccccc3C(=O)Nc3cccnc3)n2)cc1	104	-2	95	-4	102	35	101	3
COC(=O)c1cc(-c2ccccc2)sc1N	96	-5	102	-3	96	0	107	6
O=C(NCCCc1ccccc1)c1cccc(Br)c1	100	-1	97	4	99	0	112	5
CNS(=O)(=O)c1cccc(C(=O)OCC(=O)Nc2nc(OC)cc(OC)n2)c1	112	-10	97	-4	106	14	113	-1

Profiles, looked up by structure. Order of screens: Yeast superoxide, proCasp3 act, RPL19A TOR yeast, proCasp7 act, MEP2-GFP yeast, AHR act, LAP4 TOR yeast, JMJD2C inh
`O=C(NCCCc1ccccc1)c1cccc(Br)c1` reads 100, -1, 97, 4, 99, 0, 112, 5
`COC(=O)c1cc(-c2ccccc2)sc1N` reads 96, -5, 102, -3, 96, 0, 107, 6

Arranged by molar mass (descending): some entries from above
SMILES	Yeast superoxide	proCasp3 act	RPL19A TOR yeast	proCasp7 act	MEP2-GFP yeast	AHR act	LAP4 TOR yeast	JMJD2C inh
CNS(=O)(=O)c1cccc(C(=O)OCC(=O)Nc2nc(OC)cc(OC)n2)c1	112	-10	97	-4	106	14	113	-1
CCN(CC)CCCN1C(=O)C(=O)/C(=C(/O)c2ccc(C)cc2)C1c1ccccn1 (stereo not given)	89	3	100	5	103	3	104	26
CC(=O)c1ccc(N2CCN(C(=O)COc3ccc(F)cc3)CC2)c(F)c1	97	8	98	-4	100	-2	104	2

Following part.
SMILES	Yeast superoxide	proCasp3 act	RPL19A TOR yeast	proCasp7 act	MEP2-GFP yeast	AHR act	LAP4 TOR yeast	JMJD2C inh
CCOC(=O)c1nn(-c2cccc(OC)c2)c(-c2ccccc2)c1C(=O)c1ccccc1	101	9	92	5	98	1	97	0
Cc1nnc2n1NC(c1ccc(Cl)cc1)C(C(=O)N1CCC(C)CC1)S2 (stereo not given)	92	-1	99	-1	102	0	101	-2
O=C(Nc1cccc(-c2cn3cccnc3n2)c1)c1ccco1	91	1	101	-2	103	33	101	0
Cc1cccc(C)c1OCc1nnc(SCC(=O)Nc2cccc(C(=O)N3CCOCC3)c2)n1C	101	8	101	-9	104	0	94	11
CCOC(=O)C1CCN(C(=O)Nc2ccc3nccnc3c2)CC1	85	0	100	-1	108	7	104	19
COc1ccc(-c2csc(Nc3ccccc3)[n+]2Cc2ccccc2)cc1	99	0	95	-6	97	15	107	2
COc1ccc(Nc2nc(C(=O)N3CCc4ccccc4C3)cs2)cc1	120	-2	99	-5	99	8	91	-6
CCN(C(=O)CSc1nc2ccc(C)cc2[nH]1)C1CCS(=O)(=O)C1 (stereo not given)	87	2	92	4	88	21	87	18
CC(C)(Oc1ccc(Cl)cc1)C(=O)Nc1ccncc1	106	2	93	9	93	-2	90	-3
Cc1ccc(C(=O)Nc2sc(Cc3ccc4c(c3)OCO4)c(C)c2C(N)=O)cc1	84	12	103	-5	107	7	112	-4
CCOc1ccccc1-c1cc(C(=O)N/N=C(\C)c2cccnc2)c2ccccc2n1	x	-8	106	-9	104	38	104	-15
COc1ccc2oc(C(=O)Nc3nc4ccc(S(C)(=O)=O)cc4s3)c(C)c2c1	103	12	96	-4	91	-3	103	1
O=C(Nc1ccccc1)N1CCNCC1	98	6	105	5	100	1	106	4
O=S(=O)(c1ccc(-c2cc(C(F)(F)F)on2)s1)N1CCCC1	94	4	105	-6	105	-1	119	5
COc1ccc(N(C)C(=O)c2onc3c2CCCC3)cc1	114	-3	104	-11	98	4	98	-11
O=C1c2ccccc2NC(c2ccco2)N1/N=C/c1ccco1 (stereo not given)	99	3	92	6	92	6	89	-32
Cc1ccc(CSC2=NCCN2S(=O)(=O)c2ccccc2)cc1	97	9	107	7	108	4	98	8
O=C(c1ncc[nH]1)c1cccs1	107	10	100	4	100	1	106	-5
Cc1ccc(CSC2=Nc3sccc3C3=NC(=O)CN23)cc1	101	-7	98	-1	98	11	96	1
CCC(NC(=S)NCc1ccc(F)cc1)c1ccccc1 (stereo not given)	95	-7	98	8	91	0	92	1
Cc1cc(OC(=O)CNC(=O)OC(C)(C)C)c2c(C)cc(=O)oc2c1	101	1	102	5	94	2	101	25
COc1cc(C(=O)NCC(c2ccco2)N(C)C)cc(OC)c1OC (stereo not given)	103	3	103	4	103	8	102	1
CC(=O)Nc1cccc(NC(=O)c2cc(C)on2)c1	99	-6	u	-4	88[may fluoresce red]	4	87[may fluoresce red]	6
Cc1ccc(C(=O)CSc2nnnn2C(C)C)c(C)c1	111	-5	97	3	98	5	106	-3
CC(C)CC1NC(=S)N(C2CCCCC2)C1=O (stereo not given)	95	-9	108	2	99	6	106	-7
NC(=O)c1sc2nc3c(cc2c1N)CCC3	103	-21	96	-9	103	6	107	4
O=C(CSc1nc2[nH]ncc2c(=O)n1-c1ccccc1)N1CCCCCC1	101	3	98	3	92	2	104	1
COc1ccc(-n2cc(-c3ccccc3)c3c(=S)nc[nH]c32)cc1	113	3	97	-1	109	9	78	10
O=C1C=C(c2ccccc2)C[C@H](c2cccs2)[C@H]1n1nnc([N+](=O)[O-])n1	101	-1	100	4	107	0	113	3
COc1ccc(S(=O)(=O)N2CCC(C(=O)Nc3ccccc3N3CCCC3)CC2)cc1OC	95	0	109	2	117	4	86	0
CC(C)c1ccc(NC(=O)Cn2ncn3c(cc4ccccc43)c2=O)cc1	92	4	98	-4	170	9	124	1
CCOC(=O)NC1(C(F)(F)F)N=C(c2ccccc2)NC1=O (stereo not given)	106	-4	102	5	99	6	104	10
COc1ccc(C(=O)Nc2ccc(N3CCCCC3)cc2)cc1Br	77	-10	100	0	96	-8	87	8
CCOCCCNC(=O)c1ccc2c(c1)ncn2-c1ccc(C)cc1C	104	2	98	10	104	-2	104	3
COc1cc(/C=C/C(=O)NC(=O)c2ccccc2O)ccc1O	96	-6	110	11	103	0	83	-1
O=C(NCC(c1ccco1)N1CCN(c2ccccc2)CC1)C(=O)NC1CCCCC1 (stereo not given)	99	-3	93	6	96	-1	116	-5
O=C(COC(=O)c1ccc(O)cc1)Nc1cc(C(F)(F)F)ccc1Cl	98	-1	98	-4	99	2	121	-3
Cc1nc2ccccc2n1C1CCN(CC(=O)Nc2ccccc2Br)CC1	105	7	94	0	98	1	100	-2
O=C(NCCCN1CCOCC1)C(=O)NCC1CCCO1 (stereo not given)	86	4	97	-3	97	1	85	-13
COc1ccc(C(=O)NCCCc2nc3ccccc3n2Cc2ccccc2C)cc1OC	143	5	100	0	95	4	105	0
